FEN1 inh – inhibitors of human flap endonuclease 1; Recombinant FEN1 flap cleavage, fluorescence, 15 min; actives 0.35% (n = 390,000); Potency, µM (top dose mostly 114 µM), for the others: at the top dose activity change, negative = inhibition, most hits filed as inhibitors; P39748; also: nearly all actives have a fitted effect of over 65% in size
Target sequence (P39748 whole entry, looked up): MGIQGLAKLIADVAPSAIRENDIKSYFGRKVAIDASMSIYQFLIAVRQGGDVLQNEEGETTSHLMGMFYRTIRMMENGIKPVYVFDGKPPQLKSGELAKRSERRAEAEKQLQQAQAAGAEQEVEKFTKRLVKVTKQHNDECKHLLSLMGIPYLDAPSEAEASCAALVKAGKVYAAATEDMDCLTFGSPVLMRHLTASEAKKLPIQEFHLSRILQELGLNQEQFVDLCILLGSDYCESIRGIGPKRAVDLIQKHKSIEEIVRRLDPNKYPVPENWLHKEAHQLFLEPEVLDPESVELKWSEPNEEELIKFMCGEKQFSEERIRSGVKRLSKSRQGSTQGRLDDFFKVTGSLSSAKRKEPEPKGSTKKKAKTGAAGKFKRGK
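Compounds are tested as a concentration series against 10 nM FEN1; after a 15 min room-temperature preincubation, 50 nM substrate starts cleavage, with plate reads at 0 and 15 min. Normalized responses are fitted by a Hill equation.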
TDP1 cell CPT – DT40-hTDP1 cell growth loss with CPT; chicken DT40 Tdp1-/-;hTDP1 cells + 20 nM CPT, ATP luminescence, 48 h; Potency, µM (top dose mostly 46.2 µM), inactives show at the highest dose activity change, negative = growth inhibition, most hits filed as inhibitors; actives 12% (n = 420,000); also: nearly all actives have a fitted effect of over 55% in size
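Chicken DT40 Tdp1-/- cells stably complemented with human TDP1 were seeded at 400 cells/well in medium containing 20 nM camptothecin, exposed to pin-transferred compounds, and grown at 37 °C for at least 48 hr. Viability was read as ATP luminescence.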
N370S GC – inhibitors or activators of N370S glucocerebrosidase for Gaucher disease; P04062; N370S GC spleen homogenate, 4MU-glucoside fluorescence; Potency, µM (series often up to 59.4 µM), for the others: at the top dose activity change, negative = inhibition, actives largely listed as inhibitors; actives 0.092% (n = 330,000);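 also: 0% = full enzyme activity and -100% = no enzyme basal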
Active calls of the source: *; ? = inconclusive; . = not tested or not shown; & = joins results of further samples; [ ] = another dose, or the depositor's remark. Calls follow the shape of the dose curve; as a rule, active = well fitted curve in the direction sought with a large enough effect; inconclusive = small, poorly fitted or top-dose-only effect, or another doubt; inactive = no such curve, though single readings can be large; an effect the other way counts as inactive or inconclusive. Unless noted, % is scaled to controls: 0 for no effect and ±100 for the full control effect; potency is read from the fitted curve at half-maximal effect.

SMILES	FEN1 inh	TDP1 cell CPT	N370S GC
COc1ccccc1N1CCN(S(=O)(=O)c2cnc[nH]2)CC1	-10%	-1%	6%
O=[N+]([O-])c1ccc(S(=O)(=O)CC(CN2CCOCC2)N2CCOCC2)cc1 (stereo unspecified)	11%	?	-2%
O=C(Nc1ccc2[nH]c(=O)[nH]c2c1)Nc1ccc(F)cc1F	14%	-2%	5%
N=c1c(C(=O)NCC2CCCO2)cc2c(=O)n3ccccc3nc2n1C1CCCC1 (stereo unspecified)	-13%	6%	?
O=C(CNC(=O)C1CCCCC1)OCC(=O)c1cccc(Cl)c1	-11%&-6%	16%&-3%	.
COc1ccc(C(=O)NNC(=O)c2ccc(C(C)(C)C)cc2)cc1	16%	1%	1%
CCOC(=O)C1CCN(C(=O)CN(c2ccc3c(c2)OCO3)S(C)(=O)=O)CC1	5%	-2%	-14%
COc1cc(OC)c(OC)cc1CN1CCN(S(=O)(=O)c2ccc(NC(C)=O)cc2)CC1	4%	5%	5%
COC(=O)[C@@H](NC(=O)NC1CCCCC1C)C(C)C (stereo partly specified)	9%	7%	0%
CCC(C)n1c(SCc2ccccc2)nc2ccsc2c1=O (stereo unspecified)	-12%	?	29%
CC1(C)Cc2ccccc2-c2nc(NCCO)n(-c3ccccc3)c(=O)c21	-18%	18µM*	26%
CC(C)Oc1ccc(C(=O)OCC(=O)NC(=O)NC2CCCC2)cc1	?	-18%	.
Cc1cc(C)cc(CC2CC(=O)N(c3cc(C)on3)C2=O)c1 (stereo unspecified)	5%	-5%	9%
COc1ccccc1NC(=O)COc1ccc(C(F)(F)F)cc1[N+](=O)[O-]	5%	?	.
CCCCn1c(Cc2ccccc2)n[nH]c1=S	-12%	-20%	9%
CC1(C)CC(=O)C=C(c2cccc3c2sc2ccccc23)C1	-20%	-16%	.
O=C(Nc1cccc2cccnc12)c1ccc(Cl)cc1Cl	0%	-24%	0%
Cc1ccc(-n2c(C)cc(C(=O)CN3C(=O)C(=O)N(C4CCCC4)C3=O)c2C)cc1	13%	21µM*	-2%
c1ccc([C@H]2CN3CCSC3=N2)cc1	-1%[57.1 µM]	?	-10%&1%
O=C(NCc1ccc2c(c1)OCO2)c1ccc(-n2cnnn2)cc1	2%	1%	3%
Cc1ccc(-c2cc(C(=O)N3CCN(c4ccccc4)CC3)c3ccccc3n2)cc1C	12%	?	.
O=C1CCCc2ccc3ccccc3c21	5%	17%	.
O=C(O)c1cccc(-n2cccc2C=C2C(=O)c3ccccc3C2=O)c1	50µM*	-5%	-7%
Cc1ccc(C)c(Cn2c(=O)n(CCCC(=O)NCc3ccco3)c(=O)c3sccc32)c1	-8%	23µM*	1%
Cc1ccc(NS(=O)(=O)c2cc(Br)cnc2N)cc1C	-2%	-21%	8%
Cc1ccc(Cl)cc1NS(=O)(=O)c1ccc(-n2cccn2)cc1	-2%	?	1%
COc1ccc(OC)c(S(=O)(=O)NCc2nc3nc(C)cc(C)n3n2)c1	-5%	18%	-2%
CC(=O)c1ccc(NC(=O)Oc2ccccc2)cc1	-4%	-26%	4%
CN1C(=O)C2(c3ccccc31)N(c1cccc(C(F)(F)F)c1)C(=O)CS2(=O)=O (stereo unspecified)	3%	-25%	.
CCc1ccccc1NC(=O)CCc1c(C)nc(SC)nc1C	10%	6%	1%
COCCNC(=O)CC(=O)N/N=C/c1cccc(C(=O)OC)c1	1%	2%	15%
Cc1nc2ccccc2c(=O)n1NC(=O)c1cc(Br)ccc1Cl	-7%	13%	19%
c1ccc(Cn2cc(-c3ccccc3)cn2)cc1	-4%	-21%	.
CN(CCc1ccccn1)C(=O)CCC1CCCN(C(=O)c2cscn2)C1 (stereo unspecified)	3%	4%	8%
CCOc1ccccc1NC(=O)N1CCC(C(=O)c2ccc(F)cc2)CC1	7%	-28%	8%
O=C(/C=C/c1ccccc1)Nc1cccnc1Cl	6%	-8%	-6%
CCN(CC)CCNC(=O)c1sc2nc(-c3ccccc3)cn2c1C	-2%	-28%	-25%
O=C(Nc1ccc(Nc2ccccc2)cc1)c1ccc(Cl)cc1[N+](=O)[O-]	1%	5.8µM*	.
CCOC(=O)c1cc2occc2n1CC(=O)N1CCCc2ccccc21	-12%	?	11%
COc1cc(/C=N/NC(=O)C2c3ccccc3Oc3ccccc32)ccc1O	2%	?	-3%
N#Cc1ccccc1S(=O)(=O)N1CCC(C(=O)NCc2ccccc2CN2CCCC2)CC1	-7%	-30%	.
CCOC(=O)CCc1cccc2c1CCC2=O	0%	-2%	-6%
COc1ccc(OC)c(/C=C/C(=O)N(C)CC(=O)Nc2cc(C)ccc2C)c1	-5%	-16%	-22%
CCC(C)Sc1nc2c(c(=O)[nH]c(=O)n2C)n1C (stereo unspecified)	0%	-2%	-20%
COC(=O)c1c(/N=C/NOCc2ccc(Cl)cc2)sc2c1CCN(c1ncc(C(F)(F)F)cc1Cl)C2	-2%	-18%	2%[12.8 µM]

Part of the list above, with values under each structure.
Order of results – FEN1 inh | TDP1 cell CPT | N370S GC
> COCCNC(=O)CC(=O)N/N=C/c1cccc(C(=O)OC)c1
    1% | 2% | 15%
> CCC(C)Sc1nc2c(c(=O)[nH]c(=O)n2C)n1C (stereo unspecified)
    0% | -2% | -20%
> N#Cc1ccccc1S(=O)(=O)N1CCC(C(=O)NCc2ccccc2CN2CCCC2)CC1
    -7% | -30% | .
> CCN(CC)CCNC(=O)c1sc2nc(-c3ccccc3)cn2c1C
    -2% | -28% | -25%

Other results follow.
SMILES	FEN1 inh	TDP1 cell CPT	N370S GC
COc1ccccc1NC(=O)C1=C(C)NC2=C(C(=O)CCC2)C1c1ccc2c(c1)OCO2 (stereo unspecified)	2%	1%	8%
O=c1ccc(-c2ccc(S(=O)(=O)NCC3CCN(Cc4ccccc4F)CC3)s2)n[nH]1	0%	10%	1%
COc1ccc(-c2onc(C)c2C)cc1S(=O)(=O)Nc1cccc(C#N)c1	6%	23µM*	.
CC(=O)Nc1ccc(CNC(=O)C[N+]2(C)CCOCC2)cc1	5%	10%	-1%
CS(=O)(=O)N1CCN(c2ccc([N+](=O)[O-])c(NCc3ccc(Cl)cc3)c2)CC1	-5%	26µM*	-9%
CCCc1cc(C(=O)N2CCCC(N3CCN(c4ccccc4C)CC3)C2)n(C)n1 (stereo unspecified)	-9%	16µM*	3%
Cc1nc(CNC(=O)CC2C(=O)NCCN2Cc2ccoc2)nc2c1CCCC2 (stereo unspecified)	10%	0%	-3%
Cc1oc(-c2cccc(C(F)(F)F)c2)nc1CN1CCC[C@H]1CO	-2%	-24%	4%
COc1ccccc1C(CC(=O)c1ccccc1)CC(=O)c1ccccc1	-1%	-79%	12%
CCN1CCN(C(=O)CN(C)S(=O)(=O)c2ccc3ccccc3c2)CC1	0%	-28%	-22%
O=C(Nc1ccon1)c1nc[nH]c1C(=O)NCc1ccccc1	-8%	-29%	.
COc1ccc(C(=O)CSc2cc(C)[nH]c(=O)n2)cc1	-12%	-13%	3%
O=C(CCn1c(SCC(=O)c2ccccc2)nc2ccccc2c1=O)NCc1ccc(F)cc1	-13%	-4%	7%
CCOC(=O)CSc1nc2ccc(N)cc2s1	-9%	9%	?
O=C(Cc1cccc(F)c1F)NC1CCCN(Cc2ccc(Cl)cc2)C1 (stereo unspecified)	3%	?	-7%
O=C(CCCn1c(=O)c2ccccc2n(CC(=O)Nc2ccc(F)cc2F)c1=O)NCc1ccccc1Cl	-9%	16µM*	.
CCN(CC)S(=O)(=O)c1ccc2oc(C(=O)O)c(C)c2c1	1%	-2%	3%
Cc1ccc(C(=O)Nc2cccc(C(=O)NC3CCCC3)c2)cc1	-3%	?	-1%
Cn1c(=O)cc(OCC(=O)NCCCN2CCN(Cc3ccccc3)CC2)c2ccccc21	-2%	?	-3%
CCOc1ccc(N2C(=O)c3[nH]nc(-c4ccc(OC)cc4)c3C2c2cccs2)cc1 (stereo unspecified)	3%	23µM*	.
CCc1ccc(-n2c3nc(=O)[nH]c(=O)c-3cc3c(C)nn(-c4ccccc4)c32)cc1	-11%	6%	.
Cc1cccc(N2CCN(C(=O)CSCc3c(C)noc3C)CC2)c1C	-13%	21µM*	-9%
COc1cccc(-n2cnnc2SC(C)C(=O)NC2CCCC2)c1 (stereo unspecified)	-6%	0%	.
Cc1ccc(NS(=O)(=O)c2ccc3c(c2)CCN3C(=O)CCC(=O)O)cc1Cl	-11%	8%	-21%
Cc1ccc(C)c(NC(=O)Cn2cnc3c(oc4ccccc43)c2=O)c1	-3%&2%	-4%&5%	2%
COc1ccc2c(c1)N(C)/C(=C1/SC(=S)N(NC(C)=O)C1=O)S2	-8%	-12%	-22%
COc1cccc(NC(=S)N(Cc2ccc(Cl)cc2)Cc2ccc(C(=O)O)cc2)c1	-13%	-7%	18%
COC(=O)c1sc2ccc(C)cc2c1C(=O)OC	3%	2%	.
Cn1nc(C(=O)OCC(=O)NC2CCS(=O)(=O)C2)c2ccccc2c1=O (stereo unspecified)	-1%	9%	-5%
c1ccc(-c2csc3ncnc(NCc4ccccn4)c23)cc1	-13%	12µM*	12%
CC(=O)c1ccc(NC(=O)Nc2ccc3snnc3c2)cc1	?	12µM*	.
O=C(Nc1ccccc1Cl)N1CCN(Cc2ccc3c(c2)OCO3)CC1	0%	-3%	-6%
COC(=O)c1c(NC(=O)c2ccc(S(=O)(=O)N3CCCCC3C)cc2)sc2c1CCN(C(C)C)C2 (stereo unspecified)	13%	?	.
COc1ccc(C2CC(=O)C3=C(C2)Nc2ncnn2C3c2ccccc2)cc1 (stereo unspecified)	10%	5%	?
Cc1ccc(S(=O)(=O)N2CCOCC2)cc1C(=O)OCC(=O)N1CCCC1=O	12%	11%	.
Cc1ccc(NC(=O)c2c(C)nc3sc(C(=O)NC4CCCC4)c(N)c3c2-c2ccco2)c(C)c1	11%	2.9µM*	0%
O=[N+]([O-])c1ccc(C(O)CN2CCN(C/C=C/c3ccccc3)CC2)cc1 (stereo unspecified)	-7%	?	-12%
CCN(CC)CCCNC(=O)c1ccc(N2CCCCC2)c(NS(=O)(=O)c2ccc(C)cc2)c1	20%	-26%	-2%
O=C(O)c1sc2cc(C(F)(F)F)cnc2c1-c1ccccc1	0%	-10%	-1%
Cc1cc(N2CCOCC2)n2cc(-c3ccccc3)nc2n1	8%	-2%	-7%
COc1ccc(N2CCN(CC(O)COc3ccc(C)c(C)c3)CC2)cc1 (stereo unspecified)	10%&-1%	?	-10%
CCn1c(CNC(=O)c2ccc(OC)c(OC)c2)nnc1SCC(=O)Nc1ccccc1	-6%	12%	-10%
Cc1[nH]c2ccccc2c1/C=N/NC(=O)CCC(=O)Nc1ccccc1	-15%	-19%	2%
Cc1ccc2[nH]c(CSc3nnc(NC(=O)COc4ccccc4F)s3)cc(=O)c2c1	-11%	?	.
O=C(c1cccc([N+](=O)[O-])c1)N1CCc2ccccc21	1%	-14%	-2%

Compound profiles (already shown):
`COc1ccccc1N1CCN(S(=O)(=O)c2cnc[nH]2)CC1` across the screens: FEN1 inh = -10%; TDP1 cell CPT = -1%; N370S GC = 6%
`O=C(Nc1ccc2[nH]c(=O)[nH]c2c1)Nc1ccc(F)cc1F` across the screens: FEN1 inh = 14%; TDP1 cell CPT = -2%; N370S GC = 5%

The list continues:
SMILES	FEN1 inh	TDP1 cell CPT	N370S GC
COc1cccc(N2C(=O)C(CC(=O)Nc3ccc(Cl)cc3)N(Cc3ccc4c(c3)OCO4)C2=O)c1 (stereo unspecified)	-14%	?	.
Cc1ccn2c(/C=N/OCc3ccc(F)cc3)c(-c3ccc(Cl)cc3)nc2c1	-20%	?	-1%
CC(C)NC(=O)c1cnn2c1NC(c1cccs1)CC2C(F)(F)F (stereo unspecified)	1%	-22%	5%
COc1ccc(S(=O)(=O)N2CCC3(CC2)CC(=O)c2ccccc2O3)cc1OC	0%	-1%	-15%
CCc1ccc(N(CC)C(=O)c2cc3c(=O)oc4ccc(C)cc4c3s2)cc1	15%	-9%	.
NCCC(=O)N1c2ccccc2Sc2ccccc21	-2%	-25%	-5%
CCCCC1=CC2=CC(=O)C(C)(OC(=O)CC)C(=O)C2=CN1CCc1ccc(Br)cc1 (stereo unspecified)	-8%	?	-5%[12.8 µM]
Cc1ccsc1S(=O)(=O)N1CCC(CO)(CC2CCCCO2)CC1 (stereo unspecified)	9%	11%	-7%
CCC(C(=O)Nc1cc(-c2nc3cccnc3s2)ccc1C)c1ccccc1 (stereo unspecified)	?	?	.
Cc1ccc(S(=O)(=O)N2CCOCC2)cc1C(=O)NCc1cccnc1	-12%	-4%	2%

As entered above.
Under TDP1 cell CPT, O=C(Nc1ccon1)c1nc[nH]c1C(=O)NCc1ccccc1 is entered as -29%
Under N370S GC, CCn1c(CNC(=O)c2ccc(OC)c(OC)c2)nnc1SCC(=O)Nc1ccccc1 is entered as -10%
Under N370S GC, Cc1ccc(C(=O)Nc2cccc(C(=O)NC3CCCC3)c2)cc1 is entered as -1%
Under TDP1 cell CPT, Cc1ccc(NS(=O)(=O)c2ccc3c(c2)CCN3C(=O)CCC(=O)O)cc1Cl is entered as 8%
Under FEN1 inh, Cc1cc(N2CCOCC2)n2cc(-c3ccccc3)nc2n1 is entered as 8%
Under TDP1 cell CPT, Cn1nc(C(=O)OCC(=O)NC2CCS(=O)(=O)C2)c2ccccc2c1=O (stereo unspecified) is entered as 9%

Bioassay records from PubChem BioAssay.

A portion of the library, so the mix of outcomes need not match the whole.
